Assay outcomes: PubChem BioAssay, Broad Institute
Cneo AK release: causes C. neoformans cell lysis; hit rate 0.2% among 360,000; AID 651654; adenylate kinase release luminescence, 4 h; normalised: neutral wells 0, clomiphene wells 100; lysis activity, % at 15 µM;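 active means mean lysis activity across replicates of at least 80%, whatever share of replicates individually reach that level; inactive means mean lysis activity below 80%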
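Material: C. neoformans cells | Amount: Yeast cell density of 5 × 10^6 cells/mL | Medium: Fresh YPD growth medium | Dosing: Single dose | Times: Static 4 h at 37 °C with compound, 1 h detection | Detection: AK luminescence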
PglD inh: PglD (C. jejuni) enzyme inhibition; purified PglD enzyme, DTNB colorimetric CoA detection; inhibition, % at 12.5 µM; hit rate 0.098% among 360,000; in the data active means inhibition above about 16%, passing the limit was not always enough; inconclusive means no clear call, values can overlap the other calls; further: strong numbers were not always called active
LGR2 antag: inhibitors of bursicon-induced Drosophila LGR2 receptor cAMP signaling | HEK293 LGR2, CRE-luciferase, bursicon-stimulated, 4 h | inhibition, % at 9.99 µM | hit rate 0.35% among 380,000;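 active means drop in luminescence signal, shown as inhibition above about 50% in the replicate tests, limit read from the data, passing the limit was not always enough; inconclusive means probably only some replicates passing the limit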;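 further: agonist challenge used bursicon conditioned medium at about half maximal strength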
C2C12 statin: suppression of simvastatin myotoxicity | AID 602340 | rescue of ATP level, % at 7.49 µM | C2C12 myotubes + simvastatin, ATP luminescence, 48 h; scaled: DMSO 0, geranylgeraniol control 100 | hit rate 0.78% among 330,000;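 active means mean ATP rescue above about 67%, or every replicate alone reaching that limit, limit read from the data, passing the limit was not always enough; inconclusive means no clear call, values can overlap the other calls; inactive means mean under the limit and some replicate under it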;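 further: myotubes were challenged with 10 µM simvastatin during compound exposure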
PAX8 reporter: PAX8 transcriptional activity inhibition | AID 652154 | RMG-I TPO-luciferase reporter, SteadyGlo, 24 h | hit rate 1.2% among 360,000 | inhibition, % at 12.6 µM;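 active means mean replicate inhibition at least 60% with every replicate also reaching 60%; inconclusive means only one of the two criteria is met; inactive means mean below 60% and not all replicates reaching 60%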;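 further: luciferase light reporting Pax8 driven TPO promoter activity; plate controls were median of neutral control wells for no effect and mitoxantrone controls for full effect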
ARNT-TACC3 inh: ARNT/TACC3 interaction disruption; AlphaScreen His-ARNT PAS-B/GST-TACC3 binding, luminescence; TACC3 fragment carries E629A point mutation; inhibition, % at 9.99 µM; hit rate 0.66% among 390,000;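 active means mean inhibition of replicates at least 50% and at least half of replicates each reaching 50%; inconclusive means half or more replicates reach 50% but mean below 50%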;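 further: 0% = complete ARNT plus TACC3 wells and 100% = ARNT alone without TACC3; many hits fall short of the cut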
PGC1a acetyl inh: modulators of PGC1a acetylation; U2OS PGC1a acetylation, AlphaScreen anti-acetyl-lysine; with virally co-expressed GCN5 acetyltransferase; inhibition, % at 15.6 µM; hit rate 0.17% among 350,000;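 active means every replicate shows inhibition of at least 40%; inconclusive means mean inhibition at least 40% but some replicate below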;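 further: 0% = neutral control wells and 100% = positive control wells; some results beyond the cut were filed as inactive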
INS-1E GSIS act: GLuc luminescence reporter in INS-1E cells, primary screen for activators of glucose-dependent secretion of insulin | INS-1E GLuc reporter insulin secretion, 2-3 h | activation, % at 16.6 µM | hit rate 0.61% among 370,000;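 active means lowest replicate activation of at least 40%, so every replicate reaches that level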;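 further: 0% = median of neutral control wells and 100% = median of IBMX positive control wells; some compounds called inactive have numbers as strong as hits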
Starred values were filed as active, the others as inactive; ? = inconclusive; . = not tested or not shown.

SMILES	Cneo AK release	PglD inh	LGR2 antag	C2C12 statin	PAX8 reporter	ARNT-TACC3 inh	PGC1a acetyl inh	INS-1E GSIS act
Cc1c(C(=O)O)oc2c3c(ccc12)OCCO3	-3	24*	-9	35	.	1	6	8
Cc1cnn(-c2nc(-c3ccccc3)cc(-c3ccccc3)n2)c1	.	.	7	.	-7	.	-13	2
COc1ccc(-n2c(=S)[nH]c3cc(C(=O)Nc4cc(C(N)=O)ccc4OC)ccc3c2=O)c(OC)c1	1	0	-14	1	-17	-4	1	3
CCC(=O)N1CCCC(C(=O)NS(=O)(=O)c2cc(C)c(Cl)cc2C)CC1 (stereo unspecified)	0	-5	0	-2	3	.	10	-2
O=C1OC[C@H]2CCCN2C(=O)[C@@H](CC(=O)N(CCO)Cc2ccccc2)C/C=C\C[C@H]1Cc1ccc(F)cc1	17	-4	4	4	16	3	0	-13
COC(=O)[C@H](CC(C)C)NC(=O)CC[C@H]1O[C@@H](n2ccc(=O)[nH]c2=O)[C@H](O)[C@@H]1O	41	5	.	3	14	.	5	.
CCc1nc2c(OCC3COc4ccccc4O3)cccn2c1N(C)C(=O)c1ccccc1F (stereo unspecified)	5	2	-5	-7	21	.	-8	.
CC(C)[C@@H](C(=O)NCc1ccco1)N1C(=O)N2CCc3c([nH]c4ccccc34)[C@@]2(C)C1=O	0	0	.	-3	.	8	-4	.
COc1ccc(S(=O)(=O)N2CCc3ccccc32)cc1C(=O)O	0	5	6	1	12	-15	.	.
O=C(c1cccnc1)N1C2CCC1CC(O)(c1ccc(F)cc1)C2 (stereo unspecified)	1	1	.	-10	.	-13	2	.
CO[C@H]1CN(C)C(=O)c2cc(NC(=O)Nc3ccccc3)ccc2OC[C@H](C)N(C(=O)CC2CC2)C[C@H]1C	-2	-1	12	0	14	-3	5	3
Cn1cc(/C=N/Nc2ccccc2)c2ccccc21	.	.	-15	.	7	30	.	6
O=C(COC(=O)c1ccco1)NC12CC3CC(CC(C3)C1)C2	2	1	-15	-3	8	-2	1	26
S=C1NCCN1CC1CCN(CCCC2CCCC2)CC1	-1	0	-25	7	13	5	9	-5
FC(F)(F)c1nc2nc(Cl)c(Cl)nc2n1CCCN1CCOCC1	1	.	-6	7	25	.	0	7
O=S(=O)(c1ccc(S(=O)(=O)N2CCN(C3CCCCC3)CC2)cc1)N1CCCCCC1	-1	-1	2	10	.	-3	-2	2
CCOc1ccc(NC(=O)c2ccccc2C(=O)c2ccccc2)cc1OCC	-8	12	0	9	25	0	-11	-8
COc1ccc(OCC(=O)NC(=O)c2ccccc2)c([N+](=O)[O-])c1	-4	1	9	0	-6	-4	6	10
N#CCC(=O)N/N=C/c1ccc(OS(=O)(=O)c2ccccc2)cc1	-3	1	.	.	-4	-10	11	.
CN(C)c1nc(Oc2ccc(N)cc2)nc(N(C)C)n1	-9	3	.	6	18	4	3	1

Quoted at random: 2 compounds from above.
SMILES	Cneo AK release	PglD inh	LGR2 antag	C2C12 statin	PAX8 reporter	ARNT-TACC3 inh	PGC1a acetyl inh	INS-1E GSIS act
CCOc1ccc(NC(=O)c2ccccc2C(=O)c2ccccc2)cc1OCC	-8	12	0	9	25	0	-11	-8
COc1ccc(S(=O)(=O)N2CCc3ccccc32)cc1C(=O)O	0	5	6	1	12	-15	.	.

Following part.
SMILES	Cneo AK release	PglD inh	LGR2 antag	C2C12 statin	PAX8 reporter	ARNT-TACC3 inh	PGC1a acetyl inh	INS-1E GSIS act
COCCCn1c(=O)c2ccccc2n2c(=S)[nH]nc12	0	0	-4	2	6	11	9	24
C=CCNc1nc(NCCN2CCOCC2)nc(OC)n1	1	-3	.	-3	.	-4	7	.
O=C(NC1CCC1)[C@H]1[C@H](CO)[C@H]2Cn3c(ccc(-c4ccc(F)cc4)c3=O)[C@H]2N1Cc1ccccn1	1	1	8	31	.	-1	.	-10
CC(C)NC(=O)Nc1ccc2c(c1)CC(=O)N([C@@H](C)CO)C[C@@H](C)[C@@H](CN(C)Cc1ccc(C(=O)O)cc1)O2	-3	-10	-6	-2	-8	3	-5	6
COc1ccc(-n2nc(C(=O)O)nc2-c2ccccc2)cc1	4	3	.	-7	.	-12	3	.
O=S(=O)(NCC1CC1)c1cc(Cl)cc(Cl)c1	-2	-13	-5	7	10	-13	0	6
Cc1ccc(S(=O)(=O)Nc2cccc3c2O[C@H](CN(C)S(=O)(=O)c2cccs2)[C@@H](C)CN([C@H](C)CO)C3=O)cc1	-38	-3	5	1	-10	10	-6	-11
COc1cc2c(c(OC)c1OC)-c1ccc(OC)c(=O)cc1C(NC(C)=O)CC2 (stereo unspecified)	0	3	8	-35	96*	-6	-8	4
CCCN(C)C[C@H]1OCCCC[C@@H](C)Oc2ccc(N(C)C)cc2C(=O)N([C@@H](C)CO)C[C@H]1C	-2	0	24	3	19	-1	-3	-2
C[C@@H]1CN([C@@H](C)CO)C(=O)Cc2cc(NC(=O)Nc3ccc(F)cc3)ccc2O[C@@H]1CN(C)S(=O)(=O)c1ccc(Cl)cc1	2	1	-5	6	18	-5	-5	-11
Cc1ccc(S(=O)(=O)Nc2ccc3c(c2)C(=O)N([C@@H](C)CO)C[C@@H](C)[C@@H](CN(C)C(=O)Nc2ccccc2)OCCCC[C@@H](C)O3)cc1	-3	-6	25	.	9	3	-9	-9
COc1ccc(N2CC(C(=O)Nc3cccc(OC(C)C)c3)CC2=O)cc1 (stereo unspecified)	-3	0	3	0	-16	-10	39	-9
Oc1ccc(-c2csc(NCc3ccco3)n2)cc1	-5	1	.	-1	0	-2	-7	.
CC1CC(C)CN(C(=O)c2ccc(C#N)cc2)C1 (stereo unspecified)	.	.	1	.	7	-6	.	11
C[C@@H]1CN([C@@H](C)CO)C(=O)Cc2cc(NC(=O)Nc3ccc4c(c3)OCO4)ccc2O[C@@H]1CN(C)CC1CC1	0	-2	15	-5	-2	3	.	-7
C[C@@H]1CCCCO[C@H](CN(C)Cc2ccc3c(c2)OCO3)[C@H](C)CN([C@@H](C)CO)C(=O)c2cc(NC(=O)Nc3ccc4c(c3)OCO4)ccc2O1	-1	-3	22	.	33	-16	-30	-18
N#C[C@H]1[C@H](c2ccc(C#CC3CC3)cc2)[C@@H](CO)N1C(=O)c1cccc(F)c1	3	-1	3	6	-5	14	2	7
O=C(CCSc1ccccc1)OCn1nnc2ccccc2c1=O	.	.	5	.	-21	1	3	8
CCn1cc(C(=O)N[C@H](C(=O)NCCN2CCOCC2)C(C)C)c(=O)c2cc3c(cc21)OCO3	-1	-3	8	0	1	-4	5	34
Cc1ccccc1NC(=O)C(C)O/N=C/c1cccc([N+](=O)[O-])c1 (stereo unspecified)	0	-4	.	-2	-1	1	5	.

Entries above containing a furan ring, fused or not:
SMILES	Cneo AK release	PglD inh	LGR2 antag	C2C12 statin	PAX8 reporter	ARNT-TACC3 inh	PGC1a acetyl inh	INS-1E GSIS act
Cc1c(C(=O)O)oc2c3c(ccc12)OCCO3	-3	24*	-9	35	.	1	6	8
CC(C)[C@@H](C(=O)NCc1ccco1)N1C(=O)N2CCc3c([nH]c4ccccc34)[C@@]2(C)C1=O	0	0	.	-3	.	8	-4	.
O=C(COC(=O)c1ccco1)NC12CC3CC(CC(C3)C1)C2	2	1	-15	-3	8	-2	1	26
Oc1ccc(-c2csc(NCc3ccco3)n2)cc1	-5	1	.	-1	0	-2	-7	.

Gathered by group, the entries above with a COOH group
SMILES	Cneo AK release	PglD inh	LGR2 antag	C2C12 statin	PAX8 reporter	ARNT-TACC3 inh	PGC1a acetyl inh	INS-1E GSIS act
Cc1c(C(=O)O)oc2c3c(ccc12)OCCO3	-3	24*	-9	35	.	1	6	8
COc1ccc(S(=O)(=O)N2CCc3ccccc32)cc1C(=O)O	0	5	6	1	12	-15	.	.
CC(C)NC(=O)Nc1ccc2c(c1)CC(=O)N([C@@H](C)CO)C[C@@H](C)[C@@H](CN(C)Cc1ccc(C(=O)O)cc1)O2	-3	-10	-6	-2	-8	3	-5	6
COc1ccc(-n2nc(C(=O)O)nc2-c2ccccc2)cc1	4	3	.	-7	.	-12	3	.

Additional entries follow:
SMILES	Cneo AK release	PglD inh	LGR2 antag	C2C12 statin	PAX8 reporter	ARNT-TACC3 inh	PGC1a acetyl inh	INS-1E GSIS act
C[C@H](CO)N1C[C@H](C)[C@H](CN(C)Cc2ccncc2)Oc2c(NC(=O)Nc3ccccc3)cccc2C1=O	-1	13	2	-12	6	-1	-4	6
Cn1cc(S(=O)(=O)N2CCOCC2)cc1C(=O)Nc1ccc(Cl)cc1	-1	0	.	-10	9	3	2	.
CNC(=O)C[C@@H]1CC[C@H]2[C@@H](COC[C@H](O)CN2C(=O)Nc2ccc(Cl)c(Cl)c2)O1	-4	2	16	3	-2	3	-6	-29
NCCCCCC(=O)O	1	4	-17	-2	4	1	?	1
Cc1ccc(CN2CCC(c3cc(-c4ccc(Cl)cc4)n[nH]3)CC2)cc1	.	.	20	-8	19	6	.	-28
CC(C)NC(=O)N1[C@H](C#N)[C@@H](c2ccc(-c3ccc(F)cc3)cc2)[C@@H]1CO	-3	2	-15	76*	32	15	-7	-5
CC1CCC(NC(=O)CCNS(=O)(=O)c2ccccc2)CC1 (stereo unspecified)	3	-1	-3	4	-19	8	.	6
CC(=O)c1ccc(NC(=S)NCc2cccnc2)cc1	0	0	-8	-6	1	2	-24	8
COc1ccc(NC(=O)Cn2cnc3ccccc3c2=O)cc1OC	.	.	10	.	4	-10	-8	0
O=C(c1cccc(N2CCCC2=O)c1)N1CCN(c2cccc(Cl)c2)CC1	1	11	.	-10	.	-5	-22	.
Cn1c(=O)[nH]c(=O)c2c1nc(CN1CCN(c3ccc(F)cc3)CC1)n2CCCc1ccccc1	1	4	-2	2	.	-16	7	11
C[C@@H]1CN([C@@H](C)CO)C(=O)c2cccc(NS(=O)(=O)c3ccc(F)cc3)c2O[C@@H]1CN(C)Cc1ccc(Cl)c(Cl)c1	5	3	18	-18	.	-2	-9	-14
COc1ccc(C(N)CCc2ccc(C)o2)cc1 (stereo unspecified)	3	-3	.	137*	.	6	-2	.
COC(CNC(=O)c1cccnc1)OC	.	.	-10	.	11	-6	-4	11
O=S(=O)(c1cccs1)N1CCC2(CC1)OCCN2S(=O)(=O)c1ccccc1	0	-1	2	6	7	-3	1	-1
Cc1ccc2sc(N(CCN(C)C)C(=O)c3ccc(S(=O)(=O)N4CC(C)OC(C)C4)cc3)nc2c1C (stereo unspecified)	25	2	13	-5	2	-2	0	12
CCOC(=O)c1ccc(COC(=O)CNS(=O)(=O)c2ccccc2)cc1	.	.	15	.	-26	3	6	-25
COc1ccc2nc(-c3ccccc3)[nH]c(=O)c2c1	0	2	-39	-1	-21	-3	7	13
O=C(N/C(=C\c1cccnc1)C(=O)N1CCC(O)CC1)c1ccccc1	4	-1	16	3	10	-17	.	-3
CC1CN(C(=O)c2ccc(CNS(=O)(=O)c3cccc(C(F)(F)F)c3)cc2)CC(C)O1 (stereo unspecified)	-4	2	.	3	.	-8	10	.
COc1ccc(NC(=O)N(C)C[C@@H]2Oc3ccc(NC(=O)C4CCCCC4)cc3CC(=O)N([C@H](C)CO)C[C@@H]2C)cc1	5	6	-2	8	.	-3	-9	-8

Hits appear at their usual frequency (roughly 2.9% active in at least one column).
